S100A4 MyoIIA – S100A4-myosin IIA interaction inhibition. S100A4/TAMRA-MyoIIA peptide fluorescence polarization. inhibition, % at 10.7 µM. 0.14% of 360,000 active. AID 652163;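 active = mean inhibition of at least 70% across replicates, with every replicate also reaching that level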
Target sequence (P26447 whole entry, looked up): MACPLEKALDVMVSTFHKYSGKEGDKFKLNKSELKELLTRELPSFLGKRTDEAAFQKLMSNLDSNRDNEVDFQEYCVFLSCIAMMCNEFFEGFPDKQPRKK
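Compound dosing: one dose per compound; test system: human S100A4 monomer with TAMRA-labelled myosin IIA peptide; probe or stimulus: TAMRA-labelled myosin IIA heavy-chain peptide probe, 5 nM; medium: HEPES buffer with Ca2+, pH 7.2; schedule: 5 min incubation before reading; benchmarks: neutral control DMSO, positive control TFP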
RAD54 branch – RAD54 (human) branch migration inhibition; Q92698; RAD54 Holliday junction branch migration, FAM/BHQ fluorescence; inhibition, % at 10.4 µM; 0.14% of 360,000 active; AID 602329;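 active = mean normalized replicate activity at least 40 and at least half of replicates scoring 40 or more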;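 note: 0% = median of neutral control wells and 100% = median of positive control wells; inhibitors cause a drop in the FAM fluorescence signal; in these data hits start at about 50%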
E-sel inducer – E-selectin induction on HUVECs; HUVEC E-selectin immunofluorescence imaging; normalized: neutral wells 0, TNF-alpha wells 100; activation, % at 7.58 µM; 0.37% of 260,000 active;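 active = mean E-selectin-positive cell signal at least 10% of the positive control, reached in at least 60% of replicates, without over 20% cell loss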;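 note: in these data hits start at about 27%; measured in HUVEC primary endothelial cells; signal is the percent of cells scored E-selectin positive by PE staining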
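Test system: HUVEC; input: 3,000 HUVEC/well; measured by: immunofluorescence imaging; read-out: % PE-positive cells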
Xi reactivation – reactivates the inactive X chromosome in mouse fibroblasts | 0.055% of 360,000 active | XiGFP mouse fibroblasts, % GFP-positive cells imaging, 3 d; cells co-treated with 5-aza-dC sensitizer; scaled so ellipticine positive control = 100% | activation, % at 7.58 µM;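 active = mean normalized replicate activation at least 10% and every replicate at or above 10%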;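 note: 0% = median of on-plate neutral control wells and 100% = ellipticine 6 µM median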
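material = 68-5-11 XiGFP fibroblast line | medium = DMEM plus 5-aza-dC sensitizer | schedule = 3 days compound exposure | benchmarks = positive control ellipticine, 6 µM final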
esBAF inh – inhibitors of esBAF chromatin remodeling in mouse ES cells; Bmi1-luciferase knock-in reporter, 24 h; 100% = twice the neutral-well signal; reporter increase, % at 12.5 µM; 2% of 350,000 active; in the data active = activation above about 40%;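 note: 0% = median of the plate's neutral control wells and 100% = double that signal; a rise in the Bmi1 reporter signal indicates esBAF inhibition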
ERAP1 inh – inhibitors of human ERAP1 aminopeptidase. inhibition, % at 10.7 µM. 0.15% of 340,000 active. Q9NZ08. AID 652197. recombinant ERAP1, Leu-AMC fluorescence, 60 min;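 active = mean replicate inhibition of at least 30%, or all replicates individually reaching that 30% level; inactive = mean below 30% and not every replicate reaching it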;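 note: 0% = neutral control wells and 100% = L-leucinethiol positive control wells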
Target sequence (Q9NZ08 whole entry, looked up): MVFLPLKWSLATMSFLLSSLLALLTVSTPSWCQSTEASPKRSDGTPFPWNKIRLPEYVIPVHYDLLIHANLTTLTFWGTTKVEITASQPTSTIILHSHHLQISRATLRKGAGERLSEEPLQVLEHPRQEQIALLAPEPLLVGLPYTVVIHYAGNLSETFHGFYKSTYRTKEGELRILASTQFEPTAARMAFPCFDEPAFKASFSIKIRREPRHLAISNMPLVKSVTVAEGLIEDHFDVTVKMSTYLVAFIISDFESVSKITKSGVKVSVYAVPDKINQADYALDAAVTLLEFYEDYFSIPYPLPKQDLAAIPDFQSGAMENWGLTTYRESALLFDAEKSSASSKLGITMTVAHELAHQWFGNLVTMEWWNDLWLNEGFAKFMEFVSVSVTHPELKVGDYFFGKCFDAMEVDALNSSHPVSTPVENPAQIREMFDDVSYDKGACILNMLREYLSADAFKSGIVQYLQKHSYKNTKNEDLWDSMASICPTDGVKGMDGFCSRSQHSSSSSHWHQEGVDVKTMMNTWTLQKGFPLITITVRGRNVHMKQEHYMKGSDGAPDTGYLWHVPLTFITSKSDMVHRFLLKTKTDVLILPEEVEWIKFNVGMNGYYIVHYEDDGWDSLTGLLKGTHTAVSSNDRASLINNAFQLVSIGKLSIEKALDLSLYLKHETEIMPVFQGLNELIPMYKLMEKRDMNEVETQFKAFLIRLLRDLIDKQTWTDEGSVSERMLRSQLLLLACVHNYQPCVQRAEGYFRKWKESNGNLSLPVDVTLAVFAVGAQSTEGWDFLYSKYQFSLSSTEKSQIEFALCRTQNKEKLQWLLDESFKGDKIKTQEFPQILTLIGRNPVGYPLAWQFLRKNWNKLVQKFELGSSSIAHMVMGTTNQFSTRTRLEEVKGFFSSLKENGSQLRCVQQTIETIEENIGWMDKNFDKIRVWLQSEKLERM
ERp5 block – inhibitors of human ERp5; ERp5 insulin aggregation, absorbance 650 nm, 90 min; inhibition, % at 9.99 µM; 0.05% of 350,000 active; AID 651711;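 active = mean replicate inhibition above about 25%, with every replicate also reaching it, limit read from the data, passing the limit was not always enough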
RAD52 anneal inh – blocks human RAD52 DNA annealing; AID 651710; 0.46% of 360,000 active; recombinant RAD52 DNA annealing, FRET fluorescence; inhibition, % at 18.7 µM; P43351;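 active = every replicate showing at least 50% inhibition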
Numbers without * were called inactive; . = no result given; & = joins results of further samples. Rows were taken by chance; 2.5% or so of the library scored in one or more.

nr	smiles	S100A4 MyoIIA	RAD54 branch	E-sel inducer	Xi reactivation	esBAF inh	ERAP1 inh	ERp5 block	RAD52 anneal inh
1	CN(C)C(=O)c1cccc(-c2ccc([C@@H]3[C@@H](CO)N4C(=O)CN(C(=O)C5CCCCC5)C[C@H]34)cc2)c1	20	.	0.1	0.0	.	1	-1	11
2	CN(C)S(=O)(=O)c1ccc(N2CCCC2)c(C(=O)NC2CCCCC2)c1	14	.	-2.2	0.1	.	5	0	-2
3	CN(C)CCCNc1cc(O)c2ncccc2c1	26	-1	-0.2	0.0	-10	4	0	70*
4	C[C@H]1CN([C@@H](C)CO)C(=O)c2cc(Br)cnc2O[C@@H]1CN(C)C(=O)Nc1ccccc1	23	8	0.1	-0.5	-3	0	-4	-2
5	N#Cc1ccc(C23CC4(C2)[C@H](CN(Cc2cccnc2)[C@@H]4c2ccccc2)C3c2ccccc2)cc1 (stereo partly specified)	31	1	0.9	0.1	-11	.	-1	-37
6	Cc1cccc(NC(=O)CNC(=O)[C@H](CCc2ccccc2)NC(=O)[C@H]2O[C@@H](n3cnc4c(N)ncnc43)[C@H](O)[C@@H]2O)c1C	1	.	-0.3	0.4	.	-2	-6	-2
7	CCNC(=S)Nc1ccc(OCc2nc3ccccc3s2)cc1	-5	2	0.6	0.0	32	-1	2	1
8	CSc1nnc(NC(=O)c2cc(=O)c3cc(C)cc(C)c3o2)s1	-23	3	.	0.1	.	1	.	-3
9	CN(C)CC(=O)N[C@H]1CC[C@H](CC(=O)O)O[C@@H]1CO	7	.	0.0	0.0	.	1	-6	25
10	CCc1ccc(C(=O)NNc2ccc(Cl)cc2)cc1	1	.	.	0.3	14	1	-1	1
11	CC(=O)N(C)C[C@H]1Oc2ncc(-c3cccnc3)cc2C(=O)N([C@@H](C)CO)C[C@@H]1C	-9	-6	0.0	0.5	-1	1	1	5
12	COc1ccc2c(c1)CC(C)C/C2=N\NC(=O)c1ccco1 (stereo unspecified)	14	.	-0.9	0.0	.	9	0	-3

Further records follow.
nr	smiles	S100A4 MyoIIA	RAD54 branch	E-sel inducer	Xi reactivation	esBAF inh	ERAP1 inh	ERp5 block	RAD52 anneal inh
13	CNc1nc(C)nc(-c2ccccc2O)n1	-15	7	-1.2	0.0	9	6	5	-11
14	C[C@@H]1CN([C@H](C)CO)C(=O)Cc2cc(NC(=O)c3ccncc3)ccc2O[C@@H]1CN(C)CC1CC1	7	-1	-0.1	-1.1	-7	-1	5	3
15	Cc1cc(NC(=O)c2ccc(COc3ccccc3Cl)o2)no1	-11	-11	.	-0.1	3	-5	-6	-13
16	CCN(CC)C(=O)C1=C(C)N(CCCOC)C(=O)C(CC(=O)NCc2cccc3ccccc23)C1 (stereo unspecified)	6	4	0.0	-0.3	1	-5	-1	-9
17	Cc1ccc(S(=O)(=O)Nc2ccc3c(c2)CC(=O)N([C@@H](C)CO)C[C@H](C)[C@H](CN(C)C(=O)NC(C)C)O3)cc1	3	-2	0.1	0.4	0	-1	0	10
18	COc1ccc(C(=O)NCC(c2ccco2)N2CCc3ccccc32)c(OC)c1 (stereo unspecified)	-1	-6	0.3	-0.1	-3	-3	-1	-14
19	COc1ccc(CN(Cc2ccccn2)S(=O)(=O)c2ccc(-n3cnnn3)c(OC)c2)cc1	-3	9	.	.	3	5	-6	-19
20	CC(=O)N1c2ccc(S(=O)(=O)NCCC(=O)NCCc3ccc(C)cc3)cc2CC1C (stereo unspecified)	9	-3	.	0.1	1	0	-6	-12
21	CCOC(=O)N1CCN(C(=O)/C(=C/c2cccs2)NC(=O)c2ccc(OC)c(OC)c2)CC1	0	-6	0.5	0.2	5	7	-1	-10
22	C=CC[n+]1c(-c2ccc(OC)cc2)csc1NNC(=O)Nc1ccccc1	0&-5	17	.	.	5	-1&-2	7&0	-15&-53
23	COc1ccc(OC)c(-c2csc(NC(=O)CSc3ccc(Br)cc3)n2)c1	-2	.	.	0.7	.	-2	1	8
24	CCOC(=O)c1ccc(NC(=O)Cc2cccs2)cc1	4	-8	0.3	0.0	50*	4	3	-9

Three entries out of the list, ordered by molar mass, highest first.
nr	smiles	S100A4 MyoIIA	RAD54 branch	E-sel inducer	Xi reactivation	esBAF inh	ERAP1 inh	ERp5 block	RAD52 anneal inh
21	CCOC(=O)N1CCN(C(=O)/C(=C/c2cccs2)NC(=O)c2ccc(OC)c(OC)c2)CC1	0	-6	0.5	0.2	5	7	-1	-10
15	Cc1cc(NC(=O)c2ccc(COc3ccccc3Cl)o2)no1	-11	-11	.	-0.1	3	-5	-6	-13
24	CCOC(=O)c1ccc(NC(=O)Cc2cccs2)cc1	4	-8	0.3	0.0	50*	4	3	-9

New compounds follow.
nr	smiles	S100A4 MyoIIA	RAD54 branch	E-sel inducer	Xi reactivation	esBAF inh	ERAP1 inh	ERp5 block	RAD52 anneal inh
25	CO[C@H]1CC[C@H]2CCOc3c(C#N)cccc3C(=O)N(C)C[C@H](OC)[C@H](C)C(=O)N(C)C[C@@H]1O2	-6	0	0.1	0.0	15	-5	2	1
26	Cc1oc2cc([N+](=O)[O-])c(O)c([N+](=O)[O-])c2c1C(=O)c1ccc(Br)cc1	0	.	.	0.1	.	12	1	-5
27	O=S(=O)(N[C@H]1CC[C@H](CCn2cc(-c3ccccc3F)nn2)O[C@@H]1CO)c1ccc(F)cc1	-2	.	-0.2	0.3	.	-3	2	-3
28	CN(C)C(=O)c1ccc(-c2ccc3c(c2)[C@H]2[C@H](CCN2S(=O)(=O)c2cn(C)cn2)[C@@H](CO)N3)cc1	-7	-2	-0.3	0.0	-6	1	-2	-11
29	COc1ccc(S(=O)(=O)N2CCC3(CC2)CC(=O)c2ccccc2O3)cc1C	1	3	.	0.2	-8	-6	-8	-4
30	CCC(C)(C)NC(=O)C(c1ccc(OC)cc1)N(C(=O)CCC(=O)Nc1cc(C)on1)c1cccc(F)c1 (stereo unspecified)	-3	2	-0.1	-0.1	6	-3	-1	4
31	O=C(c1cnccn1)N1CC(=O)N2[C@H](C1)[C@@H](c1ccc(C#CC3CCCCC3)cc1)[C@@H]2CO	-2	.	0.1	0.0	.	-1	3	14
32	Cc1ccc(SCCSc2nc(C)cc(=O)[nH]2)cc1	2	-8	.	0.1	34	5	3	-8
33	CCNC(=O)C1Cc2ccccc2CN1S(=O)(=O)c1ccc(F)cc1 (stereo unspecified)	4	4	2.4	0.0	.	2	-13	-7
34	C[C@H]1CN([C@@H](C)CO)S(=O)(=O)c2ccc(C#Cc3ccccn3)cc2O[C@H]1CN(C)CC1CC1	4	1	-0.9	0.2	3	0	11	-9
35	CN(C)Cc1c(C(=O)N/N=C/C=C/c2ccccc2)nnn1-c1nonc1N	-8	-10	0.0	0.1	6	4	2	-9
36	CC(C(=O)OCC(=O)N(C)C1(C#N)CCCCC1)N1C(=O)c2ccccc2C1=O (stereo unspecified)	1	4	.	0.5	2	-2	0	-13

Further records.
nr	smiles	S100A4 MyoIIA	RAD54 branch	E-sel inducer	Xi reactivation	esBAF inh	ERAP1 inh	ERp5 block	RAD52 anneal inh
37	O=C(C[C@@H]1CC[C@H]2[C@@H](COC[C@@H](O)CN2C(=O)Nc2ccc(Cl)cc2)O1)NCCc1ccncc1	-5	4	0.1	-0.1	27	-1	4	-11
38	COc1ccc2c(c1)OC/C(=C/c1cccs1)C2=O	-1	.	.	0.0	.	3	5	1
39	COC(=O)C1(C(=O)OC)C[C@H](/C=C/c2ccccc2)N(Cc2ccccc2OC)[C@@H]1c1cccs1	-9&-6	.	0.1&0.0	0.1&0.5	.	-2	14&3	-74&-64
40	CCCNCC(=O)Nc1sc2c(c1C(=O)Nc1c(C)n(C)n(-c3ccccc3)c1=O)CCCC2	-1	1	0.0	-0.1	-2	-4	4	-9
41	COc1cccc(CNC(=O)CCCn2ncn3c(cc4occc43)c2=O)c1	-3	3	.	0.2	-5	-4	2	-30
42	Cc1ccc(NC(=O)Nc2ccc3c(c2)C(=O)N(C)[C@@H]2CC[C@H](CC(=O)O)O[C@H]2CO3)cc1	-4	-10	0.0	0.3	7	0	5	-10
43	COC(=O)c1ccccc1Oc1ccc(NC(=O)C(C)(C)CCl)cc1	-1	.	3.3	0.2	.	2	-4	-1
44	Cc1cc(C)n(-c2ccc(C)c(Cl)c2)n1	0	.	-0.2	0.1	.	-2	6	-5
45	COC(=O)N(C)C[C@H]1OCc2cn(nn2)CCCC(=O)N([C@@H](C)CO)C[C@@H]1C	7&-4	1&4	3.3	0.3&-0.1	-5&-7	-5	-7&-1	-6&-30
46	COc1ccc(-c2oc3ccc(-c4ccc(OC)nc4)cc3c2-c2ccc(OC)cc2)cc1	2	1	-0.1	0.1	2	0	1	0
47	Oc1ccc(/C=N/Nc2ncc(Cl)cc2Cl)cc1	-4	1	-0.1	0.2	44*	1	3	10
48	O=C(COC(=O)Cc1n[nH]c(=O)c2ccccc12)Nc1cccc(C(F)(F)F)c1	-7	-3	1.3	-0.1	2	6	-2	-14

The list goes on.
nr	smiles	S100A4 MyoIIA	RAD54 branch	E-sel inducer	Xi reactivation	esBAF inh	ERAP1 inh	ERp5 block	RAD52 anneal inh
49	Cc1ccc(S(=O)(=O)Nc2ccc3c(c2)CC(=O)N([C@H](C)CO)C[C@H](C)[C@@H](CN(C)S(=O)(=O)c2cccs2)O3)cc1	8	8	1.6	1.7	5	-7	7	9
50	CC[C@@H]1C=C(C(=O)O)[C@H](c2ccc(Cl)c(Cl)c2)N1S(=O)(=O)c1ccc(C)cc1	-4	-2	1.3	0.0	-5	0	-8	-3
51	Cc1nc(SCC(=O)Nc2cc(C)on2)c2c(=O)n(C)c(=O)n(C)c2n1	-1	2	-0.1	0.7	-10	2	5	-10
52	Brc1ccc(-c2csc(N/N=C/c3cccnc3)n2)cc1	-4	.	.	0.0	.	0	0	-16
53	CN(C)S(=O)(=O)c1ccc(NC(=O)CSc2nnc(-c3ccco3)n2N)cc1	-4	-9	0.4	0.0	-8	4	4	-40
54	COc1cccc(NC(=O)COC(=O)Cc2ccc(Cl)cc2)c1	-5	-18	3.0	0.6	5	-4	-3	-19
55	C[C@H](CO)N1C[C@H](C)[C@H](CN(C)C(=O)Nc2ccc3c(c2)OCO3)Oc2ccc(NS(C)(=O)=O)cc2CC1=O	.	2	-2.4	0.3	2	.	.	.
56	Cc1cc(C)c(NC(=O)Cn2cnc3c(oc4ccccc43)c2=O)c(C)c1	6	.	-0.6	0.3	.	.	7	-1
57	CN(C(=O)COC(=O)c1ccc2c(c1)OCCO2)c1ccccc1	2	.	.	0.0	.	-1	0	2
58	C[C@@H]1CN([C@H](C)CO)C(=O)c2cccc(NC(=O)NC3CCCCC3)c2O[C@H]1CN(C)S(=O)(=O)c1ccc(F)cc1	18	5	-14	0.9	2	0	-3	-7
59	CCCCC(=O)Nc1ccc(NC(=O)c2ccco2)cn1	6	1	.	0.1	24	-3	1	-11

Single entries from the results shown.
RAD52 anneal inh with entry 58 : -7
E-sel inducer with entry 54 : 3.0

Screening data from PubChem.
